Source: PubChem BioAssay (Fisher Drug Discovery Resource Center)
NPYLR7 agonist: activates Aedes aegypti NPYLR7 receptor; actives 0.15% (n = 270,000); HEK293T NPYLR7/Galpha15, GCaMP6s calcium fluorescence; AID 1259423; activation, % at 10 µM; in the data active = activation above about 40%;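 note: 0% = vehicle and 100% = reference agonist at the receptor; some compounds past the cut are filed as inactive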
mcGAS inh: blocks mouse cGAS activity; recombinant cGAS, Kinase-Glo ATP depletion luminescence; inhibition, % at 12.5 µM; actives 0.15% (n = 160,000);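 note: 0% = negative control wells and 100% = reference inhibitor with no enzyme activity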
hcGAS inh: inhibitors of human cGAS | Q8N884 | recombinant h-cGAS, ATP depletion, Kinase-Glo luminescence | inhibition, % at 12.5 µM | actives 0.081% (n = 290,000) | AID 1259398;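 note: 0% = vehicle reaction and 100% = reaction without DNA for no activity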
Target sequence (Q8N884 whole entry, looked up): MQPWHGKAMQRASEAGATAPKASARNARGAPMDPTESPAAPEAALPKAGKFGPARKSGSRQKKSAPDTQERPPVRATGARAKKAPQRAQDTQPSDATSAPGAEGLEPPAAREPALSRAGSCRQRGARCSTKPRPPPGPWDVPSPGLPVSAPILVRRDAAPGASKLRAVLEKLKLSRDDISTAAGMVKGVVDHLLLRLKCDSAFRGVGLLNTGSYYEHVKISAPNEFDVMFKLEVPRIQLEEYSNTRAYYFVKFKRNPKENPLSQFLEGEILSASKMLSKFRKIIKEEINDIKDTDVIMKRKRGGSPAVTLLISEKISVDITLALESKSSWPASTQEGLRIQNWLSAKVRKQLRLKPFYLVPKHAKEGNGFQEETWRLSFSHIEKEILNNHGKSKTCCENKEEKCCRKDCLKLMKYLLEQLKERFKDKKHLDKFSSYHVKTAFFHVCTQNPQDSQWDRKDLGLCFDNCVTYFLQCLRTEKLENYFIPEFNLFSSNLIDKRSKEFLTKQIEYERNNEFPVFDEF
* hit, by the source's call; x = no result given. Cut-off read from the data, not from the text of the source, unless noted: active = inhibition above about 40%; inactive = the rest. Random draw from the library; any-hit rate near 0.27%.

Compound | NPYLR7 agonist | mcGAS inh | hcGAS inh
CCOC(=O)c1nc2cc(C)c(C)cc2nc1N1CCN(S(=O)(=O)c2c(F)cccc2F)CC1 | 6 | -6 | -3
COc1cccc(CNC(=O)C2CCN(C(=O)[C@@H](Cc3ccccc3)NC(=O)Nc3c(F)c(F)c(F)c(F)c3F)CC2)c1 | 36 | -8 | -6
O=C(NCc1ccc2c(c1)CCC2)C1CC1c1cccc(F)c1 (stereo not given) | 4 | x | -1
O=C(O)C1=C[C@@H](O)[C@@H](O)[C@H](O)C1 | -7 | x | -4
CCCCSc1ncc(C2CC(=O)Nc3c2c(C)nn3C(C)C)cn1 (stereo not given) | 7 | -16 | -6
CCOc1cc(S(=O)(=O)NC2CC(C)(C)NC(C)(C)C2)c(OCC)cc1C | 8 | x | -5
CCOc1ccc2nc(-c3nccn3CC3CCN(C(C)=O)CC3)ccc2c1 | 18 | -19 | -9
CCc1nc(C)sc1CN1CCCC1c1nc2ccc(F)cc2[nH]1 (stereo not given) | 3 | -17 | -4
OCc1cc(O)c2c(O)c3c(O)cccc3c(O[C@@H]3O[C@H](CO)[C@H](O)[C@@H](O)[C@H]3O)c2c1 | 4 | x | -2
O=C(Nc1cccc(Cl)c1-n1ccnc1)c1ccc(Cl)cc1Cl | 6 | x | -4
Cc1ccc(C=C2N=C(c3ccccc3OC(F)F)OC2=O)o1 | -1 | -5 | -6
O=C(O)CC(O)CC(O)C=Cc1c(C2CC2)nc2ccccc2c1-c1ccc(F)cc1 (stereo not given) | -6 | -7 | -8
Cn1nnc2c(Nc3ccc(S(N)(=O)=O)cc3)ncnc21 | 17 | x | -11
O=C(c1cc2nc(-c3ccccc3)cc(C(F)(F)F)n2n1)N1CCN(Cc2ccccc2)CC1 | 9 | 1 | 4
CN(C)CCCC(C)(O)C(Cc1ccccc1)c1ccccc1 (stereo not given) | -6 | x | -6

Compound | NPYLR7 agonist | mcGAS inh | hcGAS inh
CC(C)Cc1cc(C(=O)NCC2(O)CCNC2)on1 (stereo not given) | 4 | x | -1
O=C(CCn1c(=O)[nH]c2ccccc2c1=O)NCCc1ccccc1Cl | -8 | x | 0
Cc1nn(C)c(Cl)c1CSCC(=O)N1CCCCC1C (stereo not given) | 3 | x | -12
Cc1cc(C)c(S(=O)(=O)N(C)C(=O)c2cn(C)nc2C)c(C)c1 | 4 | x | -5
CCCCNC(=O)N1CCN(C(=O)CCN2CCc3sccc3C2c2cccc(F)c2)CC1 (stereo not given) | 7 | -7 | -7
CC(C(=O)Nc1ccc2[nH]c(=O)[nH]c2c1)N1CCOC(c2ccc(Cl)cc2)C1 (stereo not given) | 5 | x | -5
CCc1nc(N2CCC3(CC2)[C@H](O)C[C@@H]3O)ncc1C | x | -4 | -7
CCc1noc(CN(CC)C(=O)C(C)n2cnc3ccccc32)n1 (stereo not given) | 8 | x | 0
CC(C)N1CCNC(=O)C1CC(=O)N(C)Cc1cc(C(C)(C)C)n[nH]1 (stereo not given) | 0 | 6 | 2
Cn1ccnc1CN1CCCC(CNC(=O)NC2CCCC2)C1 (stereo not given) | -5 | x | 0
COCCCN(CC(=O)N(CCc1ccc(OC)c(OC)c1)Cc1sccc1C)C(=O)C12CC3CC(CC(C3)C1)C2 | 6 | -2 | 1
FC(F)(F)Oc1cccc(-c2nccnc2NCc2ccc(C(F)(F)F)cc2)c1 | -5 | -4 | -6
CSc1nc(=O)cc(N)n1-c1ccc(Cl)cc1 | 0 | -5 | 0
Nc1nc2ncc(=O)[nH]c2c(=O)[nH]1 | -6 | -1 | 9
Cc1nn(C)c(Cl)c1CN1CCN(CC(C)O)C(C)C1 (stereo not given) | 8 | -7 | -10

Compound | NPYLR7 agonist | mcGAS inh | hcGAS inh
CC(C)N(C)S(=O)(=O)Nc1cccc(OC(F)(F)F)c1 | 0 | x | -15
CCOc1ccccc1C(=O)Nc1ccc(N2CCN(C(=O)c3cc(C)on3)CC2)nc1 | 1 | -6 | -4
Cc1cc(C(=O)N2CCC2(C)C(=O)Nc2nccs2)nn1C (stereo not given) | -1 | -2 | -3
CC(C(=O)Nc1cccc(Cl)c1Cl)N1CCN(Cc2ccco2)CC1 (stereo not given) | -2 | -5 | 1
O=C(CN1CN(c2ccccc2)C2(CCN(C(=O)Nc3cccc(Br)c3)CC2)C1=O)Nc1ccc(F)cc1 | 26 | -4 | -4
CCN1C(=O)c2ccc(C(=O)NCCC3CC4CCC3C4)cc2S1(=O)=O (stereo not given) | 1 | x | -3
COc1cc(-c2nc(C=Nc3ccc4ccccc4c3)c(O)o2)cc(OC)c1OC | -3 | x | -6
NC(=O)c1c(SCc2c(F)cccc2F)sc2c(O)cc(=O)[nH]c12 | 3 | -1 | -2
C=CCn1c(SCc2csc(C)n2)nc2sc(C)c(C)c2c1=O | -1 | -7 | -6
Cc1cc(SCC(=O)Nc2ccccc2)n2ncc(-c3ccccc3)c2n1 | 0 | -7 | -4
CCOC(=O)c1nn(-c2ccccc2)c(=O)cc1OS(=O)(=O)c1cccs1 | 5 | x | -4
CCOC(=O)C1CCCN(C(=O)CC(c2ccccc2)c2cn(Cc3ccccc3)c3ccc([N+](=O)[O-])cc23)C1 (stereo not given) | 20 | -5 | -9
COCc1cc(C)nc(OCC(=O)N/N=C\c2cc(Br)ccc2O)c1C#N | -9 | -1 | 3
O=c1cccnn1CCNS(=O)(=O)c1ccc(F)c(C(F)(F)F)c1 | 0 | x | -8
COc1ccccc1Nc1ncccc1C(=O)NC1CCCCNC1=O (stereo not given) | 4 | x | -3

Compound | NPYLR7 agonist | mcGAS inh | hcGAS inh
C=CCNC(CC(=O)Nc1ccc(O)cc1)C(=O)O (stereo not given) | -1 | x | -7
O=C(NC(C(=O)N1CCCC1)C1CCN(C(=O)c2cccc(F)c2)CC1)C1CC1 (stereo not given) | 12 | -4 | -2
CCOC(=O)CSc1nc(C)cc(=O)[nH]1 | 2 | 0 | 7
O=C(CN1CCN(S(=O)(=O)c2ccc(F)c(F)c2)CC1)NC1CCCCC1 | -5 | 1 | 0
N#Cc1ccc(CS(=O)(=O)NC(=O)c2ccc3c(c2)COC3)cc1 | -1 | x | 0
CCCCNC(=O)C1(C)CCN1Cc1cc(C)ccc1C (stereo not given) | 4 | x | -17
C=CCOCC(O)CN(CC(=O)N1CCc2sccc2C1COc1cccc(F)c1)CC1CC1 (stereo not given) | -5 | 0 | 0
COc1ccccc1OCCCOc1ccc(F)cc1 | -4 | x | 0
c1cc(NCC2CCOCC2)cc(-n2cccn2)c1 | 8 | x | -2
COc1ccc(CN(Cc2ccco2)C(=O)NC(C)C)cc1OS(=O)(=O)c1ccc(NC(C)=O)cc1 | 26 | -4 | -3
Cc1ccccc1C(=O)Nc1cnc2sc3ccccc3n2c1=O | 0 | -2 | -2
CCC(C)[C@H](NC(=O)OC(C)(C)C)C(=O)N/N=C\c1ccc2cc(OC)ccc2n1 (stereo not given in full) | 2 | x | 14
Cc1cc(C)cc(C(=O)NCCc2cc3c(C)ccc(C)c3[nH]c2=O)c1 | 0 | -7 | -10
O=c1c2c(n3cnnc3n1-c1ccccc1)-c1ccccc1CC21CCCCC1 | 3 | -5 | -3
COc1ccc(-n2c(SCc3ccccc3C)nc3c(c2=O)SCC3)cc1OC | -2 | -7 | -6

Compound | NPYLR7 agonist | mcGAS inh | hcGAS inh
CN1C(=O)CON=C1c1ccccn1 | 4 | x | 0
COc1nc2cn(C3CCCC3)c(O)c2cc1CNC(=O)CC1C=CCC1 (stereo not given) | 4 | -15 | -6
Nc1nc2c(c(Nc3ccccc3)n1)C(=O)CC(c1ccccc1)C2 (stereo not given) | 3 | x | -8
Cc1ccc(-n2nc(C(=O)NC3CC3)c3c2CCC3)cc1 | 5 | x | -8
O=C(NC(c1ccccc1)c1ccccc1)C1CCN(c2nc(Cc3ccccc3)ns2)CC1 | -1 | -2 | 1
COc1ccc(C(c2c(O)cc(C)[nH]c2=O)c2c(O)cc(C)[nH]c2=O)cc1 | 7 | -9 | -10
CC(=O)Nc1ccc(-c2ccnc3c2CC(C)(C(=O)Nc2ccccc2)O3)cc1 (stereo not given) | 8 | -7 | -2
Cc1ccc(-n2c(SCc3ccc(F)cc3)nnc2C(C)NC(=O)COCc2ccccc2)cc1 (stereo not given) | 21 | -4 | -6
Cc1nc(C(F)(F)F)ccc1C(=O)NCc1ccccc1O | 0 | x | 2
CC1Oc2ccccc2N(Cc2ccc(F)cc2)C1=O (stereo not given) | 5 | x | 3
CN(C)C(=O)c1ccc(-c2cc3c(Nc4cccc(NS(C)(=O)=O)c4)nccc3n2C)cc1 | -5 | -8 | -3
C[C@@H]1CN(CCC(=O)N2CCC3(CCN(C)CC3)C2)C[C@H](C)O1 | 26 | x | -7
O=C(Nc1ccc(CCC(F)(F)F)cc1)C1CCCN1C(=O)c1ccc2c(c1)OCO2 (stereo not given) | 6 | x | -6
O=C(CCc1ccc(S(=O)(=O)N2CCOCC2)cc1)NCCc1cccc(Cl)c1 | 1 | -6 | -6
CN(C(=O)CSc1ccccc1C(=O)N1CC[C@H](O)C1)C1CCCCC1 | 8 | x | 2

Taken from above.
`CN(C)C(=O)c1ccc(-c2cc3c(Nc4cccc(NS(C)(=O)=O)c4)nccc3n2C)cc1` @ mcGAS inh: -8
`C[C@@H]1CN(CCC(=O)N2CCC3(CCN(C)CC3)C2)C[C@H](C)O1` @ NPYLR7 agonist: 26

Additional results follow:
Compound | NPYLR7 agonist | mcGAS inh | hcGAS inh
CC1CCCC(C)N1Cn1ncn(C)c1=S (stereo not given) | -12 | x | 0
O=C(NCCNc1nc(C2CC2)nc2cc(Cl)ccc12)c1cccs1 | 21 | -5 | -7
CCOc1ccc(-c2cccc(NS(=O)(=O)c3ccc(Cl)s3)c2)nn1 | -2 | -9 | -9
COCCNc1nc(Oc2cccc3ccccc23)c2sccc2n1 | 7 | x | -13
Cc1ccc(Cn2cc(C(=O)NNC(=O)Nc3ccc(Cl)cc3)ccc2=O)cc1 | 3 | x | -6
CCCCCCCC(=O)N(Cc1ccc(OS(=O)(=O)c2ccc(F)cc2)cc1)C(C)CC (stereo not given) | -9 | 0 | -5
Cc1onc(-c2c(F)cccc2Cl)c1C(=O)NCc1nnc2n1CCCCC2 | 5 | x | -3
CN(C)C(=O)CN1CCN(C(C(=O)O)c2cn(CC(=O)O)c3cc(Cl)ccc23)CC1 (stereo not given) | -2 | x | -2
O=C(Cn1ccn2nc(-c3ccccc3)cc2c1=O)Nc1ccc(Br)cc1 | 7 | 2 | -12
C=CCNC(CC(=O)Nc1cc(Cl)ccc1O)C(=O)O (stereo not given) | 5 | 3 | 4
CC(Cc1nc2ccccc2s1)NC(=O)c1ccn(C)c(=O)c1 (stereo not given) | -4 | x | -6
CNc1nc(N2CCC(O)(CO)CC2)nc2c1CCC2 | 0 | -13 | 0
CCN(Cc1ccccc1)C(=O)Nc1cn(C)c2ccccc12 | -2 | -11 | -5
CN(C)c1ccc(CN2CCC(Cc3ccc4c(c3)OCO4)CC2)c2ccccc12 | 3 | -7 | -4
CCOC(=O)C(CC)Sc1nnc2n1CCN2c1ccccc1 (stereo not given) | 4 | -3 | -2

Compound | NPYLR7 agonist | mcGAS inh | hcGAS inh
COc1ccc2[nH]cc(C3CCN(C(=O)c4cc(Cl)cnc4Cl)CC3)c2c1 | 5 | -7 | -7
CCOC(=O)C1CCN(CC(=O)N2N=C(c3cccc(F)c3)CC2c2ccccc2OC)CC1 (stereo not given) | 1 | -4 | -5
CC(C)(C)NC(=O)c1cnn2c1NC(c1ccco1)CC2C(F)(F)F (stereo not given) | -2 | 1 | 0
CC1(C)O[C@@H]2C[C@@](OCc3cccc(C(F)(F)F)c3)(C(=O)NCc3ccco3)CC(OCc3ccc(C#N)cc3)[C@@H]2O1 (stereo not given in full) | 5 | -5 | -9
Cc1cc(C)cc(NC(=S)NC(C)(C)CO)c1 | -5 | x | 8
Cc1nc(C)c(CN2CCC(CNS(C)(=O)=O)C2)s1 (stereo not given) | -4 | x | -2
COc1ccc(C=C2Oc3cc(O)ccc3C2=O)c(OC)c1 | 34 | x | -8

By substructure: the entries above containing an aryl methoxy group (13)
Compound | NPYLR7 agonist | mcGAS inh | hcGAS inh
COc1cccc(CNC(=O)C2CCN(C(=O)[C@@H](Cc3ccccc3)NC(=O)Nc3c(F)c(F)c(F)c(F)c3F)CC2)c1 | 36 | -8 | -6
COCCCN(CC(=O)N(CCc1ccc(OC)c(OC)c1)Cc1sccc1C)C(=O)C12CC3CC(CC(C3)C1)C2 | 6 | -2 | 1
COc1cc(-c2nc(C=Nc3ccc4ccccc4c3)c(O)o2)cc(OC)c1OC | -3 | x | -6
COc1ccccc1Nc1ncccc1C(=O)NC1CCCCNC1=O (stereo not given) | 4 | x | -3
COc1ccccc1OCCCOc1ccc(F)cc1 | -4 | x | 0
COc1ccc(CN(Cc2ccco2)C(=O)NC(C)C)cc1OS(=O)(=O)c1ccc(NC(C)=O)cc1 | 26 | -4 | -3
CCC(C)[C@H](NC(=O)OC(C)(C)C)C(=O)N/N=C\c1ccc2cc(OC)ccc2n1 (stereo not given in full) | 2 | x | 14
COc1ccc(-n2c(SCc3ccccc3C)nc3c(c2=O)SCC3)cc1OC | -2 | -7 | -6
COc1nc2cn(C3CCCC3)c(O)c2cc1CNC(=O)CC1C=CCC1 (stereo not given) | 4 | -15 | -6
COc1ccc(C(c2c(O)cc(C)[nH]c2=O)c2c(O)cc(C)[nH]c2=O)cc1 | 7 | -9 | -10
COc1ccc2[nH]cc(C3CCN(C(=O)c4cc(Cl)cnc4Cl)CC3)c2c1 | 5 | -7 | -7
CCOC(=O)C1CCN(CC(=O)N2N=C(c3cccc(F)c3)CC2c2ccccc2OC)CC1 (stereo not given) | 1 | -4 | -5
COc1ccc(C=C2Oc3cc(O)ccc3C2=O)c(OC)c1 | 34 | x | -8
